Bioassay records from PubChem.
KLK7 zymogen act: proKLK7 zymogen activators, primary screen, biochemical, fluorescence intensity. Kallikrein-7 (Homo sapiens), P49862. purified proKLK7, EDANS-DABCYL substrate fluorescence; 100% is mature enzyme control, 0% vehicle. activation, % at 7 µM. hit rate 0.9% among 370,000. AID 652039, 2013;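 active means activation above the mean of all tested compounds plus 3 SD, computed per campaign excluding outliers beyond control limits, cut at about 13% in these data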
HGIII-sPLA2 inh: human group III sPLA2 inhibitors, primary screen, biochemical, QFRET, BODIPY PC-A2 liposome substrate. Group 3 secretory phospholipase A2 (Homo sapiens), Q9NZ20. QFRET BODIPY PC-A2 liposome hydrolysis, fluorescence. AID 743126, 2013. hit rate 0.56% among 370,000. inhibition, % at 12.2 µM;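 active means inhibition above mean plus 3 SD of compounds lying within the high and low control bounds, cut at about 19% in these data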;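 further: 0% = median of test compound wells and 100% = no enzyme DMSO wells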
DAX1 inh-1: DAX1 (NR0B1) inhibitors on StAR promoter, primary screen, cell-based, luminescence, SF-1 (NR5A1), full-length DAX-1. AID 652010, 2013. hit rate 1.1% among 370,000. inhibition, % at 6.8 µM. HEK293T StAR-luciferase reporter, SF-1/DAX-1 repression relief;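 active means inhibition above the mean over all tested compounds plus 3 SD, cut at about 3.6% in these data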;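 further: 0% = DAX-1 cells with DMSO and 100% = cells lacking DAX-1 with DMSO; higher inhibition means more luminescence from relief of DAX-1 repression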
GC-B act: human GC-B receptor activators, primary screen, HEK293 GC-B cells, cGMP TR-FRET, EC30 CNP | Atrial natriuretic peptide receptor 2 (Homo sapiens), P20594 | 0% at EC30 CNP, 100% saturating CNP | activation, % at 10 µM | hit rate 0.11% among 370,000 | AID 1920062, 2024;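 active means activation at 10 µM reaching about 35% in either raw or pattern-adjusted values, limit read from the data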
Target sequence (P20594 whole entry, looked up): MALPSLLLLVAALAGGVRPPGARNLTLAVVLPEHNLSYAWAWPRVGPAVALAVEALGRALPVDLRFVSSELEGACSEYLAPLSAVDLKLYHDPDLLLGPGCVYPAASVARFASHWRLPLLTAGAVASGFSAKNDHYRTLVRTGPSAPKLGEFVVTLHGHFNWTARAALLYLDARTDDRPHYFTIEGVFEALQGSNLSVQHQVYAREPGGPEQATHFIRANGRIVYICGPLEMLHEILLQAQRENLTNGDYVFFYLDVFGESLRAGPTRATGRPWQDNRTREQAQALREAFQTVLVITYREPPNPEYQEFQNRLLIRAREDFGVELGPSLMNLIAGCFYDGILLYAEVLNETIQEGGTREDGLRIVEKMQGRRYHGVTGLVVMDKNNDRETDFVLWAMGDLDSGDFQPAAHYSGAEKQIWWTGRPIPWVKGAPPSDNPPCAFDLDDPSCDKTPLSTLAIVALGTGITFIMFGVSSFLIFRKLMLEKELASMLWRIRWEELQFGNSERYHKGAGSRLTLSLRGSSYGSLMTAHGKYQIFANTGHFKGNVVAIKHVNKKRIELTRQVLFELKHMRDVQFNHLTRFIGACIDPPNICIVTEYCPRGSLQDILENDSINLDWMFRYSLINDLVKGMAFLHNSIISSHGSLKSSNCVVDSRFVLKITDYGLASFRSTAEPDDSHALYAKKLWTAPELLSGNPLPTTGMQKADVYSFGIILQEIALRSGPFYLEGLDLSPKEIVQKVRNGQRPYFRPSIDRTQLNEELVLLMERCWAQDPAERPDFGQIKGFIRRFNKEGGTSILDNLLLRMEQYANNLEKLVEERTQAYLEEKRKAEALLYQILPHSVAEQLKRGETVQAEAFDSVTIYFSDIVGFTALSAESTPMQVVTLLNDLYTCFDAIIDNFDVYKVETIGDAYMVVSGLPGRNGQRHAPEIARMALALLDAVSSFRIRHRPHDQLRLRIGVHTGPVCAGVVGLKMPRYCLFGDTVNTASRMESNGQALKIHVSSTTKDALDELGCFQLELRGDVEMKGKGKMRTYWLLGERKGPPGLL
GAA850 FXN act: FXN promoter activators, primary screen, cell-based, luciferase luminescence, HEK293 lucGAA850; HEK293 lucGAA850 FXN promoter luciferase reporter, 24 h; percent of 10 µM SAHA response; activation, % at 6 µM; hit rate 0.56% among 360,000;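 active means activation above the average of all compounds screened plus 3 SD, cutoff fixed separately per campaign, cut at about 7.5% in these data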;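 further: 0% = DMSO wells and 100% = 10 µM SAHA wells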
hcDAF-12 act: H. contortus DAF-12 nuclear receptor activators, primary screen, cell-based, luminescence, HEK293, lit1-tk-luc reporter. HEK293 hcDAF-12 lit1-tk-luc reporter; 0% DMSO, 100% Δ7-dafachronic acid. activation, % at 6.8 µM. hit rate 1.4% among 370,000;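 active means activation above the mean of all tested compounds plus 3 SD, cut at about 5.5% in these data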;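 further: 100% = response to 3 µM Δ7-dafachronic acid high control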
hgDAF-12 ag: H. glycines DAF-12 receptor agonists, primary screen, cell-based, luminescence, HEK293, GAL4 fusion, UAS-luciferase; Nuclear hormone receptor DAF-12 (Heterodera glycines), GAL4 fusion; HEK293 GAL4-hgDAF12 UAS-luciferase reporter, agonist luminescence; normalized to butyrate control; activation, % at 6.8 µM; hit rate 1.8% among 370,000;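 active means activation above a cutoff set at the mean of all screened compounds plus 3 SD, cut at about 10% in these data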;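 further: 0% = DMSO wells and 100% = sodium butyrate wells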
DAX1 inh-2: DAX1 (NR0B1) inhibitors, primary screen, cell-based, HEK293, Gal4-DAX1, luciferase luminescence; inhibition, % at 6.75 µM; AID 504766, 2011; HEK293 Gal4-DAX1 luciferase reporter; hit rate 0.99% among 340,000; Nuclear receptor subfamily 0 group B member 1 (Homo sapiens), P51843;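 active means inhibition above the mean over all tested compounds plus 3 SD, cut at about 4.2% in these data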;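 further: 0% = DAX1-transfected cells with DMSO and 100% = empty-vector control cells with DMSO; inhibition shows as a rise in luminescence from relieved DAX1 repression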
GC-A act: GC-A stimulated cGMP production enhancers – HEK293 GC-A cells, cGMP TR-FRET, EC30 ANP, primary screen. Atrial natriuretic peptide receptor 1 (Homo sapiens), P16066. 0% at EC30 ANP, 100% saturating ANP. activation, % at 10 µM. hit rate 0.14% among 370,000; in the data active means activation above about 40%
SMARCA2 act: SMARCA2 (BRM) function activators, primary screen, cell-based, luminescence, high throughput; AID 652017, 2013; MG213 cells, MMTV-luciferase reporter, dexamethasone, overnight; hit rate 1% among 370,000; activation, % at 9.1 µM; in the data active means activation above about 7.8%;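 further: 0% = vehicle wells and 100% = reference activator wells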
ssDAF12 agonist: S. stercoralis DAF-12 nuclear receptor activators, primary screen, cell-based, luminescence, HEK293, GRIP1 co-expression, lit1-tk-luc | Nuclear hormone receptor DAF-12 (Strongyloides stercoralis) | HEK293 ssDAF-12/GRIP1 lit1-tk-luc reporter; % of 3 µM dafachronic acid response | activation, % at 6.8 µM | hit rate 1% among 370,000 | AID 652126, 2013;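 active means activation above the mean over all tested compounds plus 3 SD, cut at about 0.9% in these data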;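 further: 0% = DMSO-only wells and 100% = 3 µM delta7-dafachronic acid wells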
An asterisk follows results filed as active; x = no result given.

Each structure is followed by: KLK7 zymogen act, HGIII-sPLA2 inh, DAX1 inh-1, GC-B act, GAA850 FXN act, hcDAF-12 act, hgDAF-12 ag, DAX1 inh-2, GC-A act, SMARCA2 act, ssDAF12 agonist
- CC(C)c1ccc(N2C(=O)CC(Sc3ncn[nH]3)C2=O)cc1 (stereo not given)
 : 0.6, -16, 0.2, 10, 2.5, -0.1, -0.7, 0.1, 14, 1, -1.1
- COc1ccc(-c2cc(CCCC(=O)NCCc3cc(OC)ccc3OC)no2)cc1
 : 0.5, -16, -0.9, -16, -3.3, -3.0, -4.8, -1.7, -24, -4, -1.7
- Cc1ccc(NC2=NC(c3ccccc3)n3c(nc(C)cc3=O)N2)c(C)c1 (stereo not given)
 : 0.1, 1, -0.5, 38*, -2.6, -2.1, -1.1, 0.1, 29, 5, 0.3
- Cc1ccc(N2CC(C(=O)Nc3nnc(SCc4cccnc4)s3)CC2=O)cc1 (stereo not given)
 : 0.7, -5, 1.2, -4, 0.4, -0.4, -2.3, 1.2, -4, -1, -0.8
- CC1CC(C)CN(S(=O)(=O)c2cccc3nonc23)C1 (stereo not given)
 : 0.2, -3, -1.1, 0, 3.9, 0.1, -1.1, 0.3, 2, 1, -1.3
- O=S(=O)(NCc1ccc2c(c1)OCO2)c1cccc2cccnc12
 : 0.4, 6, -0.6, -1, -1.9, -0.1, -0.6, 1.1, 4, -4, -1.0
- CC1CCc2nn(CC(=O)NCCC3=CCCCC3)cc2C1 (stereo not given)
 : -0.2, 12, 0.5, 0, 2.6, 1.6, -1.1, -1.4, 2, 2, 0.5
- CCCCCCCCOc1ccc(C(=O)O)cc1
 : 0.5, -8, -0.4, -2, 1.9, -2.1, 6.9, 0.3, 2, -6, -1.3
- Cc1cc(C)c(N)cc1C
 : 0.7, 0, -0.5, -2, 1.7, 0.2, -1.3, 0.0, 3, -3, -1.4
- O=C(c1ccco1)N1CCN(C(=O)c2cnn3cccnc23)CC1
 : -0.3, 2, 0.5, -4, 0.3, -1.9, 2.5, -0.7, 3, 4, -1.1
- Cc1ccc(NC(=O)CCn2c(=O)oc3ccccc32)cc1
 : -0.2, -3, 0.4, -1, 0.8, -0.8, -0.8, -1.0, 2, -1, -1.1
- Cc1c(Cl)c([N+](=O)[O-])nn1Cc1ccc(C(=O)NN)o1
 : 0.4, -4, -0.5, 2, 1.4, -0.4, 1.4, x, -3, 1, -0.9
- O=C(Nc1nc(-c2ccco2)c(-c2ccco2)s1)c1ccc(F)cc1F
 : -3.8, -13, 1.4, -7, -0.2, -0.8, 2.1, -0.5, -8, 1, -1.3
- CCOC(=O)c1c(C)[nH]c(C(=O)CN2C(=O)NC3(CCCC3)C2=O)c1C
 : 0.2, 1, 1.9, 3, 4.7, 0.9, 4.7, 1.6, 2, 2, -0.9
- O=C(CCSc1ccccc1)NC(=O)COC(=O)c1ccc(OC(F)F)cc1
 : -0.1, 1, 0.2, -1, -0.1, 2.7, -1.6, 2.5, 6, -2, -0.5
- O=C(/C=C/c1cccc(Cl)c1)NCc1ccccc1
 : 0.0, 2, 0.3, 3, -1.9, -2.2, 3.7, -0.7, 5, -1, -1.4
- O=C(COC(=O)c1ccc2c(c1)OCO2)NC1CCS(=O)(=O)C1 (stereo not given)
 : 0.1, -8, -0.4, -2, 0.7, -0.8, -0.1, -0.8, 5, 3, -1.1
- COC(=O)C[C@@H]1C[C@H]2c3cc(NC(=O)C4CCC4)ccc3O[C@H]2[C@@H](CO)O1
 : 0.5, 13, 0.9, -2, 0.7, 0.3, 0.5, 0.5, -1, -2, -0.7
- C=CCN1C(=O)[C@H](CC(=O)N2CCCC2)[C@@]2(C(=O)OCC)CCCC=C12
 : 0.3, 3, -1.1, -4, x, -1.0, 3.4, x, -1, -1, -0.8
- CC(C)(C)NC(=O)c1cccc(NC(=O)c2ccc3c(c2)C(=O)N(C(C)(C)C)C3=O)c1
 : -0.4, 0, 0.3, 3, -0.7, -1.8, -1.7, -2.9, 5, 1, -1.7
- COC1=C(C)C(O)=C(C(=O)/C=C/c2ccccc2)C(=O)C1(C)C
 : 0.2, 8, -0.6, 8, 1.0, 0.6, -0.1, -0.4, 1, -1, -0.2
- c1cn2c(NC3CCCC3)c(-c3ccc(N4CCOCC4)cc3)nc2cn1
 : 7.5, 7, 2.1, 6, 5.3, 0.5, 9.2, 0.2, 17, 1, -1.4
- COc1cc(OC)cc(C(=O)NCC(=O)NCC(c2ccco2)N2CCCCC2)c1 (stereo not given)
 : 0.4, -6, 0.4, 2, 1.4, -0.9, -1.6, 0.9, 1, -1, -1.7
- Cc1cccc(NC(=S)NCCC(c2ccccc2)c2ccccc2)c1
 : -0.2, -13, -0.5, -1, -0.7, 0.3, 1.8, -1.1, 2, -4, -1.9
- COc1ccc2oc(=O)c(C(=O)Nc3cccc(C)c3)cc2c1
 : -0.3, 6, 0.8, -1, 4.3, -0.3, 5.6, -0.3, 5, 0, -0.7
- COc1ccc(Br)cc1S(=O)(=O)N1CCOCC1
 : 0.9, 6, -0.4, 3, 0.6, -0.5, 1.3, -0.2, 1, -2, -1.7
- CC(NC(=O)Cc1ccc(S(=O)(=O)N2CCOCC2)s1)c1ccc(Cl)cc1Cl (stereo not given)
 : 0.3, -29, 1.5, 1, 1.4, -2.6, 0.0, 1.0, -2, 0, -1.2
- COc1ccccc1CNC(=O)C1CC(c2ccccc2[N+](=O)[O-])=NO1 (stereo not given)
 : 0.7, -3, 0.1, -1, 1.9, 6.1*, 1.1, -0.7, -3, -2, -0.3
- O=C(COC(=O)CNS(=O)(=O)c1ccc(F)c(F)c1F)NCCc1ccccc1
 : -0.4, -9, 1.4, 2, -0.1, 4.3, 2.5, 0.2, 2, -2, 0.2
- COC(=O)c1ccc(OC(=O)CCN2c3ccccc3Sc3ccccc32)cc1
 : -0.3, 11, 0.1, 3, 0.4, -2.6, -2.7, -1.3, 12, -1, -1.1
- CC(=O)Nc1ccc(S(=O)(=O)NCC(=O)NCCc2ccc(S(N)(=O)=O)cc2)cc1
 : 0.0, 4, -0.8, 2, 0.7, -1.7, 0.8, 0.4, 1, 2, -1.1
- NC(=NCc1ccco1)NC(=O)c1ccc(Cl)cc1
 : 0.1, -9, 0.9, 2, 4.5, 3.7, 6.4, 1.1, -4, 0, -0.1
- COc1ccc(OCC(=O)Nc2ncc3c(n2)CC(C)(C)CC3=O)cc1
 : -0.2, -1, -0.2, -2, 0.0, -2.4, 1.4, -0.5, 3, 1, -1.5
- Cc1ccc2nc(SCC(=O)N3CCN(C(=O)c4ccco4)CC3)[nH]c2c1
 : 0.1, 2, -0.6, 2, 1.4, 2.3, 0.7, 0.2, -6, -1, 0.2
- CCCc1cc(=O)[nH]c(SCc2cc(=O)oc3c(C)c(C)ccc23)n1
 : 0.0, -15, 0.7, -8, 1.8, 1.5, -0.4, -0.6, -4, 1, 0.8
- FC(F)(F)c1cccc(N2CCN(CC3CC=CCC3)CC2)c1 (stereo not given)
 : 0.0, 9, -0.2, -13, -1.0, 0.1, 2.6, 0.8, -10, 2, -1.1
- O=C(Nc1cccc(-c2csc(Nc3ccc(Cl)cc3)n2)c1)c1ccccc1
 : -0.3, -4, -0.8, -11, -0.8, 2.8, -0.7, 1.1, -5, 1, -0.9
- CC(=O)Nc1ccc(CN2CCN(CCC(C)C)C(CCO)C2)cc1 (stereo not given)
 : -0.3, 1, -0.6, 3, 2.2, -1.0, 2.3, -0.4, -1, -1, -1.6
- CCOc1ccc(S(=O)(=O)NN=C2CCN(C(C)=O)CC2)cc1
 : 0.0, -1, -0.2, -2, 1.6, -1.6, 1.4, 2.2, 6, 1, -1.0
- Cc1cc(C(=O)N2CCCC(C(=O)c3cccc(C(F)(F)F)c3)C2)nc(C)n1 (stereo not given)
 : -0.4, -1, 0.0, 3, 0.6, 0.4, 1.8, -0.1, 1, 0, -1.4
- CCSc1nnc(NC(=O)COc2cccc3ccccc23)s1
 : -0.8, 8, 0.2, -5, 0.5, 0.3, -0.1, 0.4, -1, -4, -0.7
- CCCn1c(N)c(C(=O)COC(=O)c2cccc(S(=O)(=O)N3CCOCC3)c2)c(=O)[nH]c1=O
 : -0.7, 5, 0.5, 1, 1.5, -0.9, -0.2, -0.3, 8, -3, -1.1
- CN(C)C=NC(=O)/C(C#N)=C/c1ccccc1
 : 0.3, 16, 0.2, 6, 1.6, 1.3, -0.3, -0.2, 1, -2, -0.5
- COCCNC(=O)C1(C)CCCN(CC(=O)c2ccc(OC)cc2)C1 (stereo not given)
 : 0.2, 1, -0.4, 2, 0.8, 0.1, 0.7, x, 1, -1, -1.3
- CS/C(=C/[N+](=O)[O-])Nc1cccc2c1C(C)CC2(C)C (stereo not given)
 : 0.0, -16, -0.9, 7, 1.4, 1.5, 3.0, 0.0, -5, 4, -0.7
- N#C/C(=C(/O)CSc1nnc(Cc2cccs2)n1C1CCCCC1)c1nc2ccccc2[nH]1
 : -1.6, -14, 0.1, 1, -1.6, 7.1*, -0.7, 2.3, -2, -2, 0.9
- Nc1nnnn1-c1cccc([N+](=O)[O-])c1
 : 0.2, 0, -1.1, -4, -0.6, -0.5, 4.1, 2.0, -1, -2, -0.6
- CCCS(=O)(=O)NC(=O)C1(C)CCN(C(=O)Cc2ccc3ccccc3c2)C1 (stereo not given)
 : 0.4, 9, 0.3, 1, 2.0, 0.2, -2.5, x, 0, -4, -0.5
- COc1ccc(/C=N\NC(=O)c2cc(O)c(O)c(O)c2)cc1COc1ccc(C(=O)OCC(C)C)cc1
 : -0.3, 25*, -0.2, 0, -1.8, -0.4, -2.5, 1.7, -35, -1, -0.6
- CCCNC(=O)c1ccccc1NC(=O)c1ccccc1N(C)S(=O)(=O)c1ccc(C)cc1
 : 0.1, 0, -0.5, -4, 8.1*, -1.2, -1.8, 0.0, 1, -2, -1.5
- COc1ccc(-c2nn(-c3ccccc3)cc2CNC(C)Cn2cncn2)c(F)c1 (stereo not given)
 : 0.1, -1, 0.5, 2, 0.4, 0.4, 0.1, 0.0, 0, -1, -1.5
- Cn1nccc1C(=O)NCCN1C(=O)OC(C)(C)C1(C)O (stereo not given)
 : -1.1, 3, 0.8, -3, 1.4, -0.7, 0.4, 0.1, 0, 0, -1.4
- CCOc1ccccc1N1CC(C(=O)N(CC)C2CCS(=O)(=O)C2)CC1=O (stereo not given)
 : -0.7, 0, -0.8, 5, -0.6, -0.1, 0.0, -0.7, 5, -1, -1.3
